Screening data: PubChem, several laboratories
Shn3 3UTR inh: reduces Shn3 3'UTR luciferase signal in osteoblasts; Clone20 osteoblast Shn3 3'UTR firefly luciferase, 24 h; 360,000 tested, 0.52% active; inhibition, % at 12.5 µM; AID 588674;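 active means mean inhibition of at least 75% with every replicate also reaching 75%; inconclusive means mean inhibition at least 75% but some replicate below; inactive means mean inhibition below 75%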;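 further: 0% = median of neutral control wells and 100% = pilot-screen positive control compound; some compounds past the cut are filed as inactive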
PDI turbidity: inhibitors of human protein disulfide isomerase; P07237; PDI insulin aggregation turbidity, A650, 90 min; inhibition, % at 10 µM; 350,000 tested, 0.052% active;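 active means mean inhibition across replicates of 30% or more, whatever share of single replicates reach that level; inconclusive means mean inhibition below 30% while every single replicate reaches 30%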;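 further: absorbance from insulin aggregation driven by PDI reduction with DTT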
Target sequence (P07237 whole entry, looked up): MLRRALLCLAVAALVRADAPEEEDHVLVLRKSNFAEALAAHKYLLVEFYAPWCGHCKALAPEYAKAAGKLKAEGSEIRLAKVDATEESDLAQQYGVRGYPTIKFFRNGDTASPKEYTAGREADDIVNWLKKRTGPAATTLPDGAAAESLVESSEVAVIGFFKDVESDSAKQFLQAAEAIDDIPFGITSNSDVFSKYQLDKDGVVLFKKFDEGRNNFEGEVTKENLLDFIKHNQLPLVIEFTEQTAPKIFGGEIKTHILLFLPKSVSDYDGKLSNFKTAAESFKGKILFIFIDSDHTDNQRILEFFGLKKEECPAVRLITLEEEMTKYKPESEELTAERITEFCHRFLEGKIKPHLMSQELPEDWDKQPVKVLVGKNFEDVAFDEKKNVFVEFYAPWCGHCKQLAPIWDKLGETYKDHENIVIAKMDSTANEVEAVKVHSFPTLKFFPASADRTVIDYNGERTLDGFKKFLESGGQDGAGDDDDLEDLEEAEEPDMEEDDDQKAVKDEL
CF NFkB block: blocks PAF-induced NF-kB reporter in cystic fibrosis cells; KKLEB NF-kB-GFP reporter, GFP fluorescence overnight; inhibition, % at 5 µM; 360,000 tested, 0.86% active; AID 588850;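 active means at least 50% inhibition at 5 µM, scaled per plate between neutral and stimulator controls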;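 further: PAF is a Pseudomonas aeruginosa culture filtrate used as stimulus; plate controls were PAF-stimulated DMSO wells for no effect and unstimulated DMSO wells for full effect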
NR2E3 ag-1: agonists of human nuclear receptor NR2E3. Q9Y5X4. GST-NR2E3/biotin-RetCOR TR-FRET, 1536-well. inhibition of corepressor binding, % at 4.78 µM. 320,000 tested, 0.12% active. AID 2300;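 active means percent inhibition above the cutoff of mean plus 3 SD of all tested compounds, set per screening campaign, cut at about 20% in these data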;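 further: 0% = DMSO wells and 100% = biotin wells as full block of FRET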
Target sequence (Q9Y5X4 whole entry, looked up): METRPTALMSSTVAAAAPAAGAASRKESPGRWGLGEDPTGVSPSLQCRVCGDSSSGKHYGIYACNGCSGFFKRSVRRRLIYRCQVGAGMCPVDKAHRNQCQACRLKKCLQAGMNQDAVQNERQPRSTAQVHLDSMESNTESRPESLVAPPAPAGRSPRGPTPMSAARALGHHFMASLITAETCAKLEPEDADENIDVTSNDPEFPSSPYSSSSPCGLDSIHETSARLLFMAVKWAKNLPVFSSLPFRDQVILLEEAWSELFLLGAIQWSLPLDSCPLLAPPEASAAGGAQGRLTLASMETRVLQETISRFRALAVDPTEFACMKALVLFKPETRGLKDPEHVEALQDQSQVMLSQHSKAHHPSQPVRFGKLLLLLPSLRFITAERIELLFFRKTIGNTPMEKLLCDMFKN
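Format: 1536-well format; test system: GST-NR2E3 and biotin-RetCOR proteins; read-out basis: percent inhibition of TR-FRET ratio; timing: 5 h incubation at 4 °C; detection: time-resolved FRET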
Vif inh: blocks HIV Vif function; HEK293T cells, Vif self-association by quenched fluorescence, imaging, 24 h; inhibition, % at 7.49 µM; 340,000 tested, 0.35% active; AID 602346; in the data active means inhibition above about 50%, passing the limit was not always enough; inconclusive means no clear call, values can overlap the other calls; inactive means below about 31%; further: some results filed as inactive read as strong as hits
CaV13 FRET inh: Primary screen for inhibitors of IQ motif and Ca2+-dependent inactivation inhibitor domain binding in CACNA1D, Förster resonance energy transfer in living cells, … | inhibition, % at 12.3 µM | HEK cells, CFP/YFP FRET ICDI-IQ, plate reader, 10 min; percent FRET-ratio fall versus neutral wells | 340,000 tested, 0.098% active;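 active means mean replicate inhibition of at least 30% and at least 1% of replicates passing that level; inconclusive means only one of the two criteria is met; inactive means neither criterion is met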;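 further: 0% = median of the neutral control wells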
Peg3 promoter: reduces Peg3 promoter-driven luciferase expression in HeLa; HeLa PEG-Prom luciferase reporter, luminescence, overnight; inhibition, % at 20 µM; 360,000 tested, 1.7% active; AID 588405;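 active means inhibition of at least 50% at 20 µM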
KKLEB cytotox: counter-screen for CF NF-kB inhibitors: cytotoxicity. 360,000 tested, 0.36% active. KKLEB CF airway cells viability, ATPlite luminescence, overnight; stronger effect = lower value; cells stimulated with P. aeruginosa culture filtrate. activity change (cytotoxicity), % at 5 µM;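 active means corrected activity change at or below -50% at 5 µM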
MITF TRPM1 inh: MITF TRPM1 promoter inhibition in SK-MEL-5 cells. SK-MEL-5 TRPM1 promoter luciferase, 24 h. inhibition, % at 12.5 µM. 330,000 tested, 0.83% active;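 active means mean inhibition across replicates of 60% or more, whatever share of single replicates reaches that level; inconclusive means some that reach 60%, reason not given; inactive means mean inhibition across replicates below 60%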; further: values of inactives mirror those of a sister screen read the other way
NR2E3 ag-2: agonists of human NR2E3 nuclear receptor | Q9Y5X4 | AID 602229 | inhibition of corepressor binding, % at 3.98 µM | 360,000 tested, 0.35% active | CHO-S Gal4-NCOR/VP16-NR2E3 two-hybrid, luciferase;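 active means inhibition above the mean of all tested compounds plus 3 SD, cut at about 70% in these data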;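 further: 0% = DMSO with NR2E3 transfected cells and 100% = cells lacking NR2E3 construct; higher means lower luciferase signal from less NR2E3 corepressor binding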
HIF-2a block: blocks HIF-2a reporter activity | 786-0 RCC cells HIF-2a reporter, luciferase luminescence, overnight | inhibition, % at 18.8 µM | 360,000 tested, 0.72% active | AID 624352;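 active means inhibition of the luminescence signal of 40% or more relative to plate controls, in a single-dose primary screen at 18.75 µM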
Active calls of the source: *; ? = inconclusive; / = not tested or not shown.

SMILES	Shn3 3UTR inh	PDI turbidity	CF NFkB block	NR2E3 ag-1	Vif inh	CaV13 FRET inh	Peg3 promoter	KKLEB cytotox	MITF TRPM1 inh	NR2E3 ag-2	HIF-2a block
CCOC(=O)C=Nc1c(N)n(C)c(=O)n(C)c1=O	-5	-5	1	1	3	-5	2	15	-2	-15	19
O=C1CCCc2c1ccc1ccccc21	-14	6	27	/	14	-5	-22	-11	-21	-36	-27
O=C(NCc1ccccc1Cl)c1cccc(NC(=O)c2ccccc2)c1	5	4	14	2	-1	-2	0	-13	11	-12	7
Nc1cc(Cl)ccc1C(=O)OCC(=O)N1CCOCC1	-18	1	1	5	12	4	-62	-4	-15	-7	-96
CCCNC(=O)C1CN(S(=O)(=O)c2ccc(Cl)s2)c2ccccc2O1 (stereo not drawn)	13	-4	19	/	-3	-6	8	6	10	-14	8
COc1ccc(F)cc1S(=O)(=O)Nc1ccc2c(c1)OCO2	15	-3	-12	-3	3	/	1	2	7	-1	3
COc1cccc(NC(=O)N2CCN(c3cccc(C)c3)C(C)C2)c1 (stereo not drawn)	14	-11	-5	-1	-11	/	-55	12	-5	1	-90
CCOC(=O)C(C)n1nc(/C=C/c2ccccc2)ccc1=O (stereo not drawn)	-29	2	0	0	-6	0	-97	4	-26	-46	-114
COc1ccc(N2CCN(Cc3nc4c(c(=O)[nH]c(=O)n4C)n3Cc3cccc(Cl)c3)CC2)cc1	-16	-1	15	5	-4	-5	16	-2	/	-24	17
COc1ccc(S(=O)(=O)N2CCC(C(=O)NC3CCCC3)CC2)cc1OC	-8	-24	-23	/	1	-1	-1	7	1	22	13
O=c1cc(NCCCO)c2ccccc2o1	5	-12	-13	-1	-3	-5	5	13	-8	-22	16
O=C(N/N=C/c1ccc([N+](=O)[O-])cc1)c1cccs1	-55	5	-16	3	4	-15	-203	8	/	-34	-240
O=C(CSCc1ccc([N+](=O)[O-])cc1)Nc1cccc(C(=O)Nc2ccccc2C(=O)O)c1	1	-3	17	-2	-12	-11	3	4	1	-9	18
Cc1cc(C)n(CCCNC(=O)c2cc(COc3ccc(C)c(C)c3)on2)n1	-3	-3	23	2	-4	-3	-10	-5	-6	-27	-10
Cc1ccc(-c2csc(NCCn3c(C(F)(F)F)nc4ccccc43)n2)cc1	5	0	4	2	1	8	9	-12	-3	-10	6
Cc1ccc(Cn2nnc3c(=O)[nH]c(C4CCCN(S(=O)(=O)c5ccccc5F)C4)nc32)cc1 (stereo not drawn)	7	-11	-4	0	-2	-7	18	12	1	-17	13
CC(=O)Nc1ccc(S(=O)(=O)NC2(C(F)(F)F)C(=O)Nc3c2c(=O)[nH]c(=O)n3Cc2cccnc2)cc1 (stereo not drawn)	-9	0	-18	0	-23	-6	-5	2	9	-17	9
O=C(NC1CCCCCC1)c1ccc[nH]c1=S	-16	-5	5	0	2	-3	-7	5	-5	-22	-4
CC(=O)Nc1nc2ccccc2n1CCOc1ccccc1Cl	8	0	-12	3	-2	-4	6	0	17	2	-10
CC1=CCC2C(=O)N(c3ccc(C)c(Br)c3)C(=O)C2C1 (stereo not drawn)	0	/	0	-2	40	10	-10	1	0	-11	-3
Cn1nc(-c2ccccc2)cc1NC(=O)Nc1ccc(F)cc1	0	0	7	-2	19	2	-27	-4	-5	7	-38
COc1ccc(NC(=O)C2CCN(C(=O)C3CC(=O)N(c4ccc(C)cc4)C3)CC2)c(OC)c1 (stereo not drawn)	-3	-5	0	-1	1	-2	-13	0	5	4	5
O=C(c1ccc(Br)s1)N1CCN(c2ncccn2)CC1	7	6	-8	-2	8	-4	-4	-2	2	-5	9
COc1ccccc1/C=N/NC(=O)c1ccc(NC(=O)c2ccccc2Br)cc1	-1	15	-10	1	0	-3	22	8	0	-5	18
O=C(O)CSCC(=O)NC1CCCc2ccccc21 (stereo not drawn)	-3	8	-12	2	-3	-3	6	11	-5	-9	8
(cont.)
SMILES	Shn3 3UTR inh	PDI turbidity	CF NFkB block	NR2E3 ag-1	Vif inh	CaV13 FRET inh	Peg3 promoter	KKLEB cytotox	MITF TRPM1 inh	NR2E3 ag-2	HIF-2a block
CCOCCCNC(=O)c1ccc2nc(-c3ccc(OC)c(OC)c3)c(-c3ccc(OC)c(OC)c3)nc2c1	23	5	3	-3	-4	-4	16	4	7	3	12
O=C(Nc1ccccc1Cl)c1cc(C2CCCCN2C(=O)CCc2ccccc2)on1 (stereo not drawn)	1	6	-52	/	5	-5	16	3	/	-4	4
C=CCNC(=S)NNC(=O)c1ccc(OCC(C)C)cc1	10	3	6	4	-2	-8	-33	4	1	3	-98
Cc1cc(-c2nnc3n2N=C(C(C)(C)C)CS3)n[nH]1	5	2	3	4	16	-1	5	-1	6	-7	11
CN(C(=O)c1ccc(S(=O)(=O)N2CCOCC2)cc1)C1CCS(=O)(=O)C1 (stereo not drawn)	-20	-10	14	-1	-9	-6	13	4	9	-1	9
Cc1ccnc2nc(C(=O)OCC(=O)N(CC(C)C)C3CCS(=O)(=O)C3)nn12 (stereo not drawn)	-14	2	6	0	0	-2	5	2	-2	1	13
O=C(c1ccc(Cl)c(S(=O)(=O)N2CCCC2)c1)N1CCN(c2ncccn2)CC1	38	-1	5	0	-1	-5	6	-7	-2	2	12
COc1ccccc1NC(=O)CSc1nc(=O)n(Cc2ccncc2)c2c1CCCC2	-10	-15	-33	0	2	-5	17	41	2	-15	17
O=C(OCc1ccccc1)N1CCC2CC1c1ccc(N3CCN(Cc4ccc5c(c4)OCO5)CC3)cc12 (stereo not drawn)	62	/	0	/	5	-6	-120	-26	/	10	-137
O=C1C(=O)N(CCN2CCOCC2)C(c2cccnc2)/C1=C(/O)c1ccc(Cl)cc1 (stereo not drawn)	19	6	8	5	28	-6	-11	-11	0	8	10
CN1C(=O)N(CC(=O)c2ccc3c(c2)OCO3)C(=O)C12CCCCC2	3	-4	12	/	?	-6	4	-1	/	-16	6
O=C(CN1CCOCC1)Nc1ncc(Cc2cccc(Cl)c2)s1	7	0	12	-4	-5	-5	1	-18	13	-8	-6
N[C@@H](CO)c1nnc([C@H](CC(=O)O)NC(=O)C2CCNCC2)o1	-37	0	4	0	-2	-11	-4	3	-4	8	4
NC(=O)N/N=C1\c2ccccc2-c2c(C(N)=O)cccc21	11	-1	-36	-4	-13	-3	-2	0	/	-30	15
O=C(NCCc1nccs1)C1CCC(=O)N(CCc2ccc(Cl)cc2)C1 (stereo not drawn)	-12	-9	5	3	-11	/	-2	-22	1	-5	12
CCOC(=O)c1c(S(=O)(=O)NCC(=O)NCc2ccc(C)cc2)c(C)n(C)c1C	9	6	-5	3	-2	-15	12	13	7	-12	7
O=C(CCN1C(=O)CSC1=O)Nc1ccccc1	11	-3	5	3	10	-5	-4	4	5	-2	9
COc1ccc(NC(=O)COC(=O)CN2C(=O)C3CCCCC3C2=O)cc1OC (stereo not drawn)	9	-1	-1	-1	-2	-4	-10	3	/	-3	0
Cn1c(=O)c2c(ncn2CC(O)CO)n(C)c1=O (stereo not drawn)	7	-3	-18	5	-2	-5	-6	38	-3	-1	-4
CCOc1nnc(C)c2c(C)n(-c3cccc(OC)c3)nc12	3	0	-1	-1	?	/	4	5	5	-50	8
CC1Cc2ccccc2N1Cc1ccc([N+](=O)[O-])cc1 (stereo not drawn)	11	0	-17	3	11	-8	9	0	-2	-45	5
CCCNC(=O)N1CCC(C(=O)c2ccc(Cl)cc2)CC1	16	-12	-4	-2	8	-4	6	-4	3	12	1
N#Cc1cccc(NC(=O)Cn2c3[n+](c4ccc(C(F)(F)F)cc42)CCCCC3)c1	-7	10	-16	0	2	-16	-4	-2	-9	-6	10
O=C1NCCCC1C(=O)N/N=C/c1ccccc1 (stereo not drawn)	4	-7	7	-4	12	-4	-2	-5	5	-16	-5
C[C@H]1CNC(=O)C(=O)N1C[C@H](Cc1ccc(O)cc1)NC(=O)CC12CC3CC(CC(C3)C1)C2	-14	-7	-3	2	5	-7	-4	-11	-8	-29	12
Cc1sc2nc(SCC(=O)N(C)C)[nH]c(=O)c2c1C	-2	-3	5	-1	/	-2	-5	5	-11	-22	4

Just MITF TRPM1 inh, Peg3 promoter and NR2E3 ag-1 (5 entries from above):
Compound,MITF TRPM1 inh,Peg3 promoter,NR2E3 ag-1
Cc1ccnc2nc(C(=O)OCC(=O)N(CC(C)C)C3CCS(=O)(=O)C3)nn12 (stereo not drawn),-2,5,0
O=C(Nc1ccccc1Cl)c1cc(C2CCCCN2C(=O)CCc2ccccc2)on1 (stereo not drawn),/,16,/
COc1ccc(S(=O)(=O)N2CCC(C(=O)NC3CCCC3)CC2)cc1OC,1,-1,/
COc1ccccc1/C=N/NC(=O)c1ccc(NC(=O)c2ccccc2Br)cc1,0,22,1
Cc1ccc(Cn2nnc3c(=O)[nH]c(C4CCCN(S(=O)(=O)c5ccccc5F)C4)nc32)cc1 (stereo not drawn),1,18,0

Complete entries as entered above. Screens in order: Shn3 3UTR inh, PDI turbidity, CF NFkB block, NR2E3 ag-1, Vif inh, CaV13 FRET inh, Peg3 promoter, KKLEB cytotox, MITF TRPM1 inh, NR2E3 ag-2, HIF-2a block
`O=C(CCN1C(=O)CSC1=O)Nc1ccccc1` as listed: 11, -3, 5, 3, 10, -5, -4, 4, 5, -2, 9
`O=C1C(=O)N(CCN2CCOCC2)C(c2cccnc2)/C1=C(/O)c1ccc(Cl)cc1` (stereo not drawn) as listed: 19, 6, 8, 5, 28, -6, -11, -11, 0, 8, 10
`O=C(OCc1ccccc1)N1CCC2CC1c1ccc(N3CCN(Cc4ccc5c(c4)OCO5)CC3)cc12` (stereo not drawn) as listed: 62, /, 0, /, 5, -6, -120, -26, /, 10, -137
